High-throughput results: PubChem, National Center for Advancing Translational Sciences (NCATS)
FLuc counter: inhibits or activates purified firefly luciferase, miR-21 counter-screen. 6.9% of 360,000 active. AID 588342. Potency, µM (top dose mostly 57.5 µM), for the others: top-dose activity change, negative = inhibition, usual class: inhibitors. purified FLuc, Km substrates, luminescence inhibition. P08659;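 note: potency is the fitted concentration of half-maximal effect; plate controls were vehicle for no effect and reference inhibitor for full effect; nearly all actives have a fitted effect of over 55% in size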
Target sequence (P08659 whole entry, looked up): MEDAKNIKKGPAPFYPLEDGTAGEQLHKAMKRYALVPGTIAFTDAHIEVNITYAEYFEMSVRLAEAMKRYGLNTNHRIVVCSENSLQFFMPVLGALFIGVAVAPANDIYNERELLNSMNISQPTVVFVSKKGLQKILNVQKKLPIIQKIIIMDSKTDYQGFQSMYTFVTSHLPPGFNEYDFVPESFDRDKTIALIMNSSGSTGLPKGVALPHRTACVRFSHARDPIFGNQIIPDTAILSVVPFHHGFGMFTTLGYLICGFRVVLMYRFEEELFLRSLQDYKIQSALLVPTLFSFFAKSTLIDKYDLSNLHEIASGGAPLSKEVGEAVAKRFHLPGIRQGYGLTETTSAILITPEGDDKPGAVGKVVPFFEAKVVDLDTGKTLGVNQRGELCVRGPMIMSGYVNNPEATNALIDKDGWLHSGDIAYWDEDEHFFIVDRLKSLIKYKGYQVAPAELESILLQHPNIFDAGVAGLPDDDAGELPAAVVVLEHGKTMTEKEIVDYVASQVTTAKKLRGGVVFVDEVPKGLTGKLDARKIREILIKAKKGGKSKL
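Purified P. pyralis luciferase, 10 nM final, with Km-level 10 uM D-luciferin and 10 uM ATP in 50 mM Tris acetate pH 7.5, 10 mM Mg acetate, 0.01% Tween-20, 0.05% BSA; 6-point qHTS titration about 60 µM downward; luminescence read.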
TRPV1 agonist: activates the human vanilloid receptor TRPV1 | 0.19% of 320,000 active | activation, % at 8.33 µM | TRPV1-expressing cells, Fluo-8 calcium influx, agonist mode | Q8NER1; in the data active = activation above about 80%; inconclusive = between about 30% and that limit; note: 0% is about no effect
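Fluo-8 calcium influx in TRPV1-expressing cells, kinetic read (ex 480/em 520 nm). Compound added and read 3 min for agonist activity, followed by capsaicin at EC20 final and 2 min further read for enhancement.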
VP16 counter: counter-screen for ROR gamma inhibitors: Gal4-VP16 reporter. Drosophila S2 Gal4-VP16 UAS-luciferase, luminescence, 20 h. Potency, µM (highest dose often 53.6 µM), inactives show at the highest dose activity, negative = inhibition, most hits filed as inhibitors. 3.5% of 310,000 active. AID 2546;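 note: Gal4-VP16 expression switched on by copper sulfate through the metallothionein promoter; potency is the fitted concentration of half-maximal effect; % is set by controls: 0 for no effect and ±100 for the full control effect; nearly all actives have a fitted effect of over 50% in size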
ELG1 repair inh: blocks ELG1-dependent DNA repair in HEK293T cells. HEK293T ELG1-luciferase reporter, luminescence, 16 h; DNA damage induced by 5-fluorouridine. Potency, µM (doses to about 46.1 µM), for the others: top-dose activity change, negative = inhibition, most hits filed as inhibitors. 2.3% of 330,000 active; note: potency is the fitted concentration of half-maximal effect; % is set by controls: 0 for no effect and ±100 for the full control effect; nearly all actives have a fitted effect of over 55% in size
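Luminescence from the luciferase reporter, measured 30 min after ONE-Glo reagent at room temperature, was the read-out. Beforehand, 2,000 cells per well were exposed for 16 hr at 37 °C to 5-fluorouridine together with compound or vehicle.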
Rab9 prom act: activates the Rab9 promoter | 2.8% of 320,000 active | Potency, µM (doses to about 9.22 µM), for the others: at the highest dose activation, negative = inhibition, usual class: activators | Huh7 Rab9 promoter-luciferase reporter, luminescence, 24 h; note: potency is the fitted concentration of half-maximal effect; % of control where 0% means no effect; nearly all actives have a fitted effect of over 60% in size
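Using Huh7 cells stably transfected with Rab9 promoter–luciferase, compounds were incubated 24 h at 37 °C, 5% CO2; luciferase luminescence was read 10 min after reagent addition.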
Tb PFK block: T. brucei PFK enzyme inhibition; O15648; AID 485367; Potency, µM (titrated, usually from 57.5 µM), for the others: at the top dose activity, negative = inhibition, usual class: inhibitors; T. brucei PFK, ADP-Glo luminescence; 0.17% of 330,000 active;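 note: potency is the fitted concentration of half-maximal effect; 0% = uninhibited 1x PFK enzyme wells and -100% = no-enzyme wells; nearly all actives have a fitted effect of over 60% in size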
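Compounds were pin-transferred as a titration series up to 57 uM into substrate buffer (0.5 mM F6P, 0.1 mM ATP, pH 8.0), then 1.25 nM PFK was added and reactions ran 45 min before ADP-Glo detection.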
BRCA1 expr up: BRCA1 expression activation; MCF7-BRCA1-FFLuc reporter, luminescence, 48 h; response scale: scaled: vehicle 0%, 10 µM genistein 100%; Potency, µM (top dose mostly 46.1 µM), for the others: at the top dose activation, hits mostly activators; 1.1% of 380,000 active; AID 624202; note: potency is the fitted concentration of half-maximal effect; nearly all actives have a fitted effect of over 80% in size; some results filed as inactive show a strong effect at the top dose
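Using MCF7 cells harboring a BRCA1 firefly luciferase reporter, plated 2 h before compound pinning, the screen measured luminescence after 48 h incubation. Responses were normalized to DMSO and 10 microM genistein, then fitted for concentration-effect.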
ELG1 genotox: genotoxicity induction in ELG1-luciferase HEK293T cells; Potency, µM (series often up to 46 µM), inactives show at the highest dose activity change, positive = activation, usual class: activators; AID 504466; 1.3% of 330,000 active; HEK293T ELG1-luciferase reporter, luminescence, 16 h; note: potency is the fitted concentration of half-maximal effect; % of control where 0% means no effect; nearly all actives have a fitted effect of over 60% in size
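HEK293T cells expressing luciferase-tagged ELG1 were treated with compound or DMSO for 16 hr at 37°C. Luciferase activity was then read after 30 min with ONE-Glo at room temperature; rising signal flags genetic stress.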
NPC1 prom act: NPC1 promoter activation | Huh7 NPC1 promoter luciferase reporter, 24 h | Potency, µM (titrated, usually from 9.22 µM), inactives show at the highest dose activation, usual class: activators | 2.4% of 320,000 active | AID 485313;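 note: potency is the fitted concentration of half-maximal effect; % of control where 0% means no effect; nearly all actives have a fitted effect of over 60% in size; reporter is driven by a mutant NPC1 promoter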
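Huh7 cells stably carrying NPC1 promoter–luciferase, plated in Opti-MEM with 10% FBS for 2 h, were exposed to compound in DMSO for 24 h at 37 °C; luciferase reagent was added for 10 min and luminescence read.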
p53 reactivator: mutant p53 re-activation in reporter cells; H1299 p53-A138V BP100-luciferase reporter, luminescence, 24 h; Potency, µM (titrated, usually from 92.2 µM), for inactives: top-dose activity change, positive = activation, hits mostly activators; 0.063% of 320,000 active; AID 504706; note: potency is the fitted concentration of half-maximal effect; % of control where 0% means no effect; nearly all actives have a fitted effect of over 45% in size
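p53-null H1299 cells stably carrying temperature-sensitive p53-A138V and a BP100-luciferase reporter were pinned with compounds (4-point, 1:5 series) and held 24 hrs at 37 deg C. Luminescence was read 10 min after detection reagent.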
RORgamma inh: inhibitors of mouse ROR gamma transcriptional activity | Potency, µM (titrated, usually from 53.6 µM), for the others: top-dose activity change, negative = inhibition, most hits filed as inhibitors | 5.4% of 310,000 active | AID 2551 | Drosophila S2 Gal4-RORgamma UAS-luciferase reporter, 20 h; note: potency is the fitted concentration of half-maximal effect; % is set by controls: 0 for no effect and ±100 for the full control effect; nearly all actives have a fitted effect of over 60% in size
Target sequence (P51450 whole entry, looked up, the tested form may be a part): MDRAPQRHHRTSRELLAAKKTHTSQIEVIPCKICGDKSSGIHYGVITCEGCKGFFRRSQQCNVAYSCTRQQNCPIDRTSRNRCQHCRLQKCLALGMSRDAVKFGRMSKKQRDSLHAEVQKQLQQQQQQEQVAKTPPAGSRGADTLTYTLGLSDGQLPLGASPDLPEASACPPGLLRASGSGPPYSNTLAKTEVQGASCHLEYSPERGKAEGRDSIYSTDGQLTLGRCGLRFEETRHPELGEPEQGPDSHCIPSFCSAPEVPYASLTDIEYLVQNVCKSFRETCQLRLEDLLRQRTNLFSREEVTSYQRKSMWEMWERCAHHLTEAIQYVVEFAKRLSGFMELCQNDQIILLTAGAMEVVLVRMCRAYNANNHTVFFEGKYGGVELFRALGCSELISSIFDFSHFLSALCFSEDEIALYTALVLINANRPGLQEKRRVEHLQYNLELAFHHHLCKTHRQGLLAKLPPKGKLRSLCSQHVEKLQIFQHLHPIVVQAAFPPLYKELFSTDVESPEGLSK
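Using a luciferase readout, inhibitors were identified by reduced reporter activity in Drosophila cells coexpressing a copper-inducible Gal4–ROR gamma fusion and UAS-driven Photinus luciferase, incubated 20 hr after 700 uM copper sulfate.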
Active calls of the source: *; ? = inconclusive; . = no result given; [ ] = dose if it differs, or a comment. Unless noted, calls come from the whole dose curve; as a rule, active = well fitted curve in the direction sought with a large enough effect; inconclusive = small, poorly fitted or top-dose-only effect, or another doubt; inactive = no such curve, though single readings can be large; an effect the other way counts as inactive or inconclusive. Outcome played no part in choosing rows; overall some 15% were active at least once.

Each structure is followed by: Tb PFK block | FLuc counter | NPC1 prom act | VP16 counter | ELG1 genotox | Rab9 prom act | p53 reactivator | RORgamma inh | BRCA1 expr up | ELG1 repair inh | TRPV1 agonist
CCN(CC(=O)Nc1ccccc1OC)CC(=O)Nc1c(Cl)ccc(C)c1Cl
    -7% | -1% | -11% | -2%[10 µM] | -8% | -2% | 1% | -4% | -9% | ? | 3
CCOC(=O)c1cccc(-n2c(-c3ccc(OC)cc3)nc3nc4ccccc4nc32)c1
    1% | 2% | -4% | 0% | -3% | -2% | -20% | 0% | . | 10µM* | 2
CCC(CC)COC(=O)C1=C(C)NC(=O)NC1c1ccc(OC)cc1 (centres undefined)
    -1% | -2% | -2% | -1% | -2% | 5% | . | 31% | -16% | ? | -1
COc1ccc(C(NC(=O)c2cccc(F)c2)c2ccccc2)cc1 (centres undefined)
    6% | 9% | -1% | 1% | 2% | -1% | -12% | ? | -17% | 5% | 12
CC(C)(C)C(=O)CSc1nc(N)cc(=O)[nH]1
    -1% | -2% | -3% | -6% | 4% | -1% | 1% | -12% | 8% | 23% | -1
CN(C)c1ccc(C(CNC(=O)c2ccc(F)cc2)c2c[nH]c3ccccc23)cc1 (centres undefined)
    4% | -15% | 0% | -1% | -4% | -2% | 11% | ? | 2% | ? | 5
CCOC(=O)c1ccc(NC2=CC(=O)CC(c3ccco3)C2)cc1 (centres undefined)
    -3% | 4% | -3% | -10%[10 µM] | -4% | -4% | -8% | 35% | -18% | 1% | 28
CCc1nnc(NC(=O)COc2ccc3ccccc3c2)s1
    19% | -1% | -4% | 13% | 3% | 2% | 3% | -20% | -24% | -2% | 4
CC(C)NC(=S)Nc1cccc2cnccc12
    -2% | -3% | -1% | -4% | -6% | -1% | -2% | -10% | -9% | -10% | 0
CCOc1ccc(NC(=O)C(Cc2ccccc2)N2C(=O)c3cccc4cccc(c34)C2=O)cc1 (centres undefined)
    -4% | 1% | -3% | ? | . | 0% | 1% | 12% | -37% | ? | -6
CCCc1cc(NCc2ccccn2)n2c(nc3ccccc32)c1C#N
    0% | 11µM* | -1% | -3% | -10% | -10% | 0% | 8% | -14% | ? | 7
Nn1c(SCC(=O)Nc2ccc3c(c2)OCO3)nnc1C1CC1
    2% | 0% | -1% | 4% | -2% | -3% | 4% | -1% | -40% | 1% | 4
FC(F)(F)C12CC(c3ccccc3)=NCCN1CCN2 (centres undefined)
    1% | 0% | 2% | 0% | 1% | 5% | -3% | -8% | 22% | 17% | 6
Cc1ccc(-c2cc(-c3ccccc3)c(C#N)c(N)n2)o1
    -24% | -4% | 0% | ? | -6% | -5% | 1% | 20µM* | -20% | ? | -1
O=C(NC(C(=O)N/N=C/c1c2ccccc2cc2ccccc12)c1n[nH]c(=O)c2ccccc12)c1ccccc1 (centres undefined)
    1% | 1% | 0% | -2% | -3% | 8% | 4% | 14% | -27% | -23% | 3
CN(C)S(=O)(=O)c1cccc(NC(=O)c2cccc(S(=O)(=O)N3CCCCCC3)c2)c1
    -1% | -3% | -4% | . | -3% | -12% | -12% | . | -81% | ? | 11
CCN(CC)c1nc(C)nc2c1cnn2CCc1ccccc1
    -7% | 19µM* | ? | 19% | 12µM* | ? | 27% | 11% | 8.9µM* | ? | 9
O=C(NCC(c1ccco1)N1CCc2ccccc21)C(=O)Nc1ccccc1F (centres undefined)
    5% | -1% | -2% | . | ? | 4% | 2% | . | -72% | -12% | 11
COc1ccc(OC(C)C(=O)Nc2ccccc2F)cc1 (centres undefined)
    0% | 2% | -4% | 6% | -3% | -4% | 2% | -4% | 4% | -10% | 25
Cc1ccc(C(=O)N/C(=C\c2ccco2)C(=O)NCCCn2ccnc2)cc1
    1% | 1% | -5% | 4% | 2% | -2% | 3% | -5% | 26% | 21% | 2
CCOc1ccc(OCC(=O)c2c(O)c3ccccc3oc2=O)cc1
    -11% | ? | 0% | -2% | 6% | -3% | ? | -15% | 5% | 14% | -7
CCc1c(C)c2cc(Cl)c(O)c(CN(CC)CC)c2oc1=O
    0% | -2% | 0% | 2% | -2% | 10% | 1% | 1% | -13% | 0% | -2
CN(C1CCCCC1)S(=O)(=O)c1cc2c(cc1Cl)NC(=O)CO2
    0% | 1% | -5% | 4% | -5% | -3% | -3% | -9% | -3% | 4% | 0
COc1ccc(C(=O)N2CCN=C2SCc2cccnc2)c(OC)c1
    1% | 3% | -1% | 1% | -10% | -8% | 1% | 6% | -20% | -19% | 3
Cc1cccc(C)c1NC(=O)C(=O)NCCCN1CCOCC1
    -13% | 1% | -6% | -5% | 1% | -2% | -12% | 0% | 2% | -9% | -1
COc1ccc(N(CC(=O)NCCC2=CCCCC2)S(C)(=O)=O)cc1
    -9% | 4% | 0% | 12% | -5% | -7% | 3% | 11% | 1% | 1% | 3
CN(C(=O)CCc1nc(-c2ccccc2F)no1)c1ccccc1
    -3% | 2% | -1% | -5% | 7% | 15% | 2% | 17% | 53% | ? | 15
COc1ccc(OC)c(C(=O)NC2CCSc3ccccc32)c1 (centres undefined)
    2% | -1% | -1% | 22% | -8% | 0% | 13% | 32% | -37% | -14% | ?
CC(=O)c1ccc(S(=O)(=O)N(C)CC(=O)Nc2cc(C)on2)cc1
    -29% | 1% | 11% | . | 0% | -1% | 1% | . | -60% | 1% | -1
N#Cc1nc(COc2ccccc2Cl)oc1NCc1cccnc1
    ? | -13% | 0% | ? | -1% | 18% | -1% | -8% | 4% | 21% | 1
CCOc1ccc(-n2c(SCC(=O)N3CCC(C(=O)O)CC3)nc3ccccc3c2=O)cc1
    -4% | 0% | -5% | -10% | 6% | -6% | ? | 3% | 0% | 5% | 1
COc1ccccc1N1C(=O)c2cccc3c(Cl)ccc(c23)C1=O
    -6% | -12% | 4% | 1% | -2% | 2% | -6% | 8% | -26% | -24% | 0
COc1ccc(NS(=O)(=O)c2ccc(N3CCCC3)c(NC(=S)Nc3cccc(S(=O)(=O)N(C)C)c3)c2)cc1
    ? | ? | 0% | -16% | -6% | -3% | -13% | ? | . | ? | 3
Cc1c(-n2c(SCC(=O)O)nnc2-c2ccccc2Cl)c(=O)n(-c2ccccc2)n1C
    -1% | -4% | 0% | -10% | 1% | 2% | 3% | 22% | -7% | 8% | 4
Cc1ccc(C(=O)N2CCN(c3cccc(C)c3C)CC2)o1
    0% | 9% | -1% | . | -6% | -5% | . | . | -3% | -12% | ?
O=C(Nc1ccc(F)cc1)c1cc2cc(Cl)ccc2[nH]1
    -5% | -10% | 27% | 12% | 0% | 16% | -1% | 32% | 12% | 7% | -3
COc1ccccc1C(CNC(=O)C1CCN(C(=O)Nc2ccccc2)CC1)N1CCCC1 (centres undefined)
    2% | 3% | -1% | . | 2% | -4% | -2% | . | 8% | ? | -1
O=C(CN1C(=O)NC2(CCCCC2)C1=O)N1CCN(S(=O)(=O)/C=C/c2ccccc2)CC1
    -15% | 0% | -4% | . | -6% | -4% | -7% | . | -23% | 5% | -4
CCOc1c(Br)cc(C(N)=O)cc1OC
    1% | -1% | -1% | -7% | -5% | -5% | -22% | 28% | 0% | 0% | -3
COc1ccc(CNC(=O)CCc2cc(OC)c(OC)c(OC)c2)cc1
    -5% | 2% | 1% | -2% | -4% | -1% | -5% | -1% | -11% | -9% | 0
CC(C)CCn1c(O)c(N=Nc2ccccn2)c2ccccc21
    0% | -19% | -4% | 11µM* | 1% | 1% | -6% | 14µM* | -62% | ? | 9
NCc1cc2c3c(c1)CCCN3CCC2
    11% | -2% | 2% | -16% | -3% | -4% | 0% | 1% | -7% | -4% | 1
O=C(O)c1cnn(-c2nc(-c3ccc(Cl)c(Cl)c3)cs2)c1C(F)(F)F
    1% | ? | 21% | ? | ? | 15% | -11% | -21% | 10% | ? | -4
C=CCn1c(=N)c(C(=O)OCC)cc2c(=O)n3cc(C)ccc3nc21
    -7% | 3% | -4% | 20% | 17% | -12% | -1% | 1% | . | 12% | -1
CN(C)C(CNC(=O)c1cccc(S(=O)(=O)Nc2ccc(Br)cc2)c1)c1ccco1 (centres undefined)
    -19% | 5% | 0% | . | 9% | -3% | 13% | . | -1% | 0% | 0
Cc1ccccc1NC(=S)NCC1CCN(C(C)c2ccccc2)C1 (centres undefined)
    6% | 0% | -4% | -20% | 2% | -5% | 8% | ? | 7% | 17% | 6
COc1ccc(N(CC(=O)N/N=C(\C)c2ccccc2)S(=O)(=O)c2ccccc2)cc1
    1% | -1% | 5% | -2% | 4% | 0% | 18% | -3% | 2% | -1% | 3
O=C(CCNC(=O)C1CCN(S(=O)(=O)c2ccccc2)CC1)NCc1ccc(Cl)c(Cl)c1
    ? | 4% | 0% | -14% | -11% | 0% | -5% | 43% | -21% | -9% | -1
